# M1 antag – human CHRM1 antagonism. inhibition, % at 3 µM. P11229. CHO-K1 hM1, Fluo-8 calcium fluorescence, ACh EC80 antagonist. 360,000 compounds, 1.3% hits;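 active means percent inhibition above its own plate's cutoff, namely the mean of that plate's compound wells plus 3 SD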;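 further: peak over basal fluorescence ratio during 140 s after agonist addition; 0% = ACh EC80 plus DMSO and 100% = DMSO alone without agonist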
# Target sequence (P11229 whole entry, looked up): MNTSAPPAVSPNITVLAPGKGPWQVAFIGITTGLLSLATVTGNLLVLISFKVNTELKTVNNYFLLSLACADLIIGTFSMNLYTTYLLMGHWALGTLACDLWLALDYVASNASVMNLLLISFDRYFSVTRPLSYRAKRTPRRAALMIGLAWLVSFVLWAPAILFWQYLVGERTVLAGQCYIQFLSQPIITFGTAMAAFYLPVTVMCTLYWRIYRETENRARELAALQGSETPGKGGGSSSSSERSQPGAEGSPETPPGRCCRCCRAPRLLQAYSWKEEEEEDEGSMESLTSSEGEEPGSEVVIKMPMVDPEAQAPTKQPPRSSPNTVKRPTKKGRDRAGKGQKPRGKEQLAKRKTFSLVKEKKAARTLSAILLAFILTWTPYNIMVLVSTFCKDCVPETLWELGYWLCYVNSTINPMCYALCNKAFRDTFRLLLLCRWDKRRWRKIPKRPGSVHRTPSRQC
# CHO-K1 Ca PAM – M1 PAM counterscreen hit in parental CHO-K1 cells | 360,000 compounds, 0.02% hits | activation, % at 3 µM | ATP EC20, Fluo-8 calcium fluorescence; 0% at ATP EC20, 100% at ATP max;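 active means activation above the run cutoff, the mean activation of all test compounds plus 3 SD, cut at about 40% in these data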;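 further: peak over basal fluorescence ratio in a 140 s read after ATP addition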
# TAAR1 antag – human TAAR1 antagonism. AID 624466. CHO RD-HGA16 TAAR1, Fluo-8 calcium fluorescence, antagonist. 360,000 compounds, 1.5% hits. inhibition, % at 3 µM;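 active means inhibition above a per-plate cutoff, the mean inhibition of test compounds on that plate plus 3 SD, cut at about 49% in these data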;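 further: 0% = DMSO plus EC80 beta-PEA response and 100% = DMSO alone without agonist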
#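 Test system – hTAAR1-expressing CHO RD-HGA16 cells, Gα16-coupled · Also added – β-PEA at EC80 concentration, post-compound challenge · Compound – 3 µM, single point · Incubation – dye loading 75 min at 37 °C, then 30 min room temperature · Measured by – Fluo-8 intracellular calcium dye fluorescence, real-time kinetic reads · Benchmarks – vehicle and agonist controls · Replicates – singlicate, one well per test compound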
# CHO parental Ca – signal in parental CHO cells, OX1R antagonist counter-screen; parental CHO-K1, ATP-induced calcium, Fluo-8 fluorescence; inhibition, % at 5.6 µM; 330,000 compounds, 0.63% hits; AID 463079;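 active means inhibition above that plate's mean sample inhibition plus 3 SD, cut at about 26% in these data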;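 further: 0% = ATP-challenged DMSO wells and 100% = DMSO wells without ATP; some compounds past the cut are filed as inactive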
#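 Material: parental CHO cells / Compound: single nominal dose of 5.6 µM per compound / Signal: Fluo-8 fluorescence / Replicates: singlicate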
# TAAR1 ag – agonists of human TAAR1; 360,000 compounds, 0.99% hits; CHO RD-HGA16 TAAR1, Fluo-8 calcium fluorescence; vehicle wells 0%, saturating PEA agonist 100%; Q96RJ0; activation, % at 3 µM;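 active means activation above the mean activation of all test compounds in the run plus 3 SD, cut at about 38% in these data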
#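 Signal – calcium-sensitive Fluo-8 signal, excitation 470-495, emission 515-575 nm · System – RD-HGA16 (CHO) cells co-expressing Gα16 and hTAAR1 · Incubation – 17-24 h seeding, 75 min 37 °C dye, 30 min RT · Compound dosing – 3 µM single concentration · Repeats – no replicates (n 1)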
# OXTR potentiate – potentiators of human oxytocin receptor; P30559; activation, % at 3 µM; AID 2445; 320,000 compounds, 0.061% hits; CHO-OTR cells, Fluo-8 calcium fluorescence, potentiator mode; 0% = oxytocin EC15, 100% = EC100;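 active means activation above that plate's cutoff, the mean activation of tested compounds plus 3 SD, cut at about 6.6% in these data, passing the limit was not always enough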;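 further: 100% uses oxytocin at 75 nM as the full agonist control; some results filed as inactive read as strong as hits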
# Target sequence (P30559 whole entry, looked up): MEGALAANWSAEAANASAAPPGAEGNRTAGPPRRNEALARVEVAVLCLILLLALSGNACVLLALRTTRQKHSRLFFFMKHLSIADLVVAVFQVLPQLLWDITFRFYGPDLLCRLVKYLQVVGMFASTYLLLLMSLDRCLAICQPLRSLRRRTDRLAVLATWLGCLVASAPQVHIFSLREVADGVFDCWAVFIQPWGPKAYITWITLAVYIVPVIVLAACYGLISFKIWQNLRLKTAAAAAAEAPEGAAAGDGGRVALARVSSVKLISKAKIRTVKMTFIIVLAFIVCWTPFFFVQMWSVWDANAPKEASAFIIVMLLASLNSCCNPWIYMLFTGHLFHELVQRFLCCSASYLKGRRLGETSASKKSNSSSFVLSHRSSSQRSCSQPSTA
#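 Material: CHO-OTR cells, human receptor; compound dosing: single dose, 3.0 µM nominal final compound concentration; schedule: 6 min compound pre-incubation at room temperature, 100 s kinetic read; measured by: kinetic Fluo-8 calcium fluorescence; read-out basis: % activation vs EC15 and EC100 oxytocin; controls: EC15 oxytocin alone as 0%, 75 nM oxytocin as 100%; replicates: singlicate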
# CHO-K1 Ca antag – nonselective inhibitor or artifact in parental CHO-K1 cells; ATP-induced calcium, Fluo-8 fluorescence; inhibition, % at 3 µM; 360,000 compounds, 0.6% hits;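 active means inhibition above a per-plate cutoff, the plate's mean sample inhibition plus 3 SD, cut at about 24% in these data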;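 further: 0% = DMSO plus EC80 ATP and 100% = DMSO alone without ATP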
# CHRM1 agonist – activates human CHRM1 receptor. CHO-K1 hM1, Fluo-8 calcium fluorescence, agonist mode; 0% DMSO, 100% acetylcholine EC100. P11229. AID 588814. activation, % at 3 µM. 360,000 compounds, 0.33% hits;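 active means activation above the run's mean compound activation plus 3 SD, cut at about 16% in these data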;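 further: peak over basal fluorescence ratio within a 140 s kinetic read after compound addition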
# CHO-K1 Ca ag – counter-screen for M1 agonists: effect in parental CHO-K1 cells. 360,000 compounds, 0.48% hits. activation, % at 3 µM. Fluo-8 calcium fluorescence; scaled to maximal ATP response, vehicle zero. AID 602248; in the data active means activation above about 15%;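 further: untransfected CHO-K1 host cells lacking M1 receptor as counterscreen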
# * = called active by the depositor; . = no result given. The order is random; about 4.2% have a hit in one of these screens.
Molecule,M1 antag,CHO-K1 Ca PAM,TAAR1 antag,CHO parental Ca,TAAR1 ag,OXTR potentiate,CHO-K1 Ca antag,CHRM1 agonist,CHO-K1 Ca ag
O=C1/C(=C/c2ccc(F)cc2)SC(=S)N1CC(=O)N1CCCCC1c1cccnc1 (stereo not drawn),-4,-9,35,-24,8,-15,-5,-3,8.6
S=c1nn[nH]c2ccccc12,-12,11,-40,.,1,.,-10,-1,-0.1
Cc1ccc(S(=O)(=O)NCC(=O)N(c2ccccc2)C(C(=O)NCc2ccccc2)c2ccco2)cc1 (stereo not drawn),12,-3,21,-39,1,-14,3,-3,1.2
Cc1ccc(O)c(N=Cc2cc(Cc3ccccc3)cc([N+](=O)[O-])c2O)c1,-5,4,-1,.,5,.,7,0,5.9
COc1ccc(-c2csc(NC(=O)Cc3ccccc3)n2)cc1OC,0,-2,4,-9,1,-8,-1,-4,6.3
O=C(COC(=O)COc1ccccc1)Nc1ccc(Br)cc1Br,-21,16,-11,-8,3,-2,-15,-1,0.8
COC(=O)c1ccc(NC(=O)CN2C(=O)C3C4C=CC(C4)C3C2=O)cc1 (stereo not drawn),-4,14,-42,-7,4,0,-2,-4,1.2
CC(C)NC(=S)NC(=O)/C=C/c1ccc(F)cc1,12,16,16,0,10,-4,-5,-9,0.8
COc1ccc(C(=O)/C=C(\C)Nc2ccc3c(c2)OCO3)cc1,2,1,-4,-22,5,-12,7,-6,0.4
COc1ccccc1C(=O)COC(=O)c1cc(=O)[nH]c2ccccc12,-6,13,8,-23,5,-3,-4,-1,0.9
Cc1ccc(S(=O)(=O)c2cc3ccccc3oc2=Nc2ccc3c(c2)OCCO3)cc1,-3,2,-2,-4,-1,-1,0,-4,1.7
O=C(O)CCC(=O)N1CCc2cc(S(=O)(=O)N3CCC(Cc4ccccc4)CC3)ccc21,-7,18,-9,-13,1,-4,-7,-3,0.4
Cc1cc(Br)ccc1NC(=O)CCN1C(=O)c2ccncc2C1=O,-8,24,-11,-9,5,-3,-5,-5,1.2
CC(C)COc1ccc(-c2nn(-c3ccccc3)cc2C(=O)Nc2nccs2)cc1,29,11,73*,39*,11,-4,22,7,4.5
CCN(CC)S(=O)(=O)c1cc(C(=O)Nc2cc(Cl)ccc2N2CCN(C)CC2)ccc1Cl,-10,9,11,2,4,-6,-6,-6,-0.1
CCCCNC(=O)c1onc(CSc2ccc(F)c(F)c2)c1C(=O)NCCCC,0,18,19,-28,7,-6,-21,1,0.7
COc1ccc(-c2cn3ccsc3n2)cc1,-6,22,7,-21,7,-5,1,-4,0.0
CCCCCCCCCCCCCCCC(O)C[N+](C)(C)CCO (stereo not drawn),32,15,27,.,0,.,-10,-6,1.3
CCCOc1ccc(C(=O)Nc2ccc(S(=O)(=O)Nc3onc(C)c3C)cc2)cc1,-2,1,11,-7,8,-15,2,-4,0.1
CCOc1cc(-c2nc(-c3ccc(C)nc3OCC)no2)cc(OCC)c1OCC,-3,-13,-1,-12,10,-1,-20,-1,0.7
COCCNC(=S)NN=C1CCCCCC1,-3,6,-4,.,4,.,-8,-6,0.3
COC(=O)c1ccc2nccnc2c1,12,23,-4,3,1,-15,-10,-1,0.0
CC(C)(C)c1ccc(SCC(N)=O)cc1,-22,14,11,-10,10,0,1,-3,0.6
O=C(CC1(O)C(=O)N(CCc2ccccc2)c2ccccc21)c1ccco1 (stereo not drawn),-11,19,1,-23,4,-6,-6,-3,1.2

# The final 2 entries of the section above lead into the next:
Molecule,M1 antag,CHO-K1 Ca PAM,TAAR1 antag,CHO parental Ca,TAAR1 ag,OXTR potentiate,CHO-K1 Ca antag,CHRM1 agonist,CHO-K1 Ca ag
CC(C)(C)c1ccc(SCC(N)=O)cc1,-22,14,11,-10,10,0,1,-3,0.6
O=C(CC1(O)C(=O)N(CCc2ccccc2)c2ccccc21)c1ccco1 (stereo not drawn),-11,19,1,-23,4,-6,-6,-3,1.2
COc1ccc(Cn2c(=O)[nH]c3cc(C(=O)NC4CCN(Cc5ccccc5)CC4)ccc32)cc1,2,7,-5,-17,1,1,5,-13,-0.7
CCOc1cccc(C2C(C(=O)c3ccco3)=C(O)C(=O)N2c2nnc(C)s2)c1 (stereo not drawn),-7,-4,7,-11,16,-7,-11,-1,1.0
COC(=O)CCCC1=CC2=C(c3ccccc3)C(=O)C(C)(OC(=O)C3CCCC3)C(=O)C2=CN1CCc1c[nH]c2ccccc12 (stereo not drawn),6,12,22,-17,5,0,-11,-9,0.4
COCCn1c(Cc2ccccc2)nnc1SCC(=O)NC1CC1,-4,-9,-13,-7,-1,-14,18,-3,-0.1
CCOC(=O)C1CCN(S(=O)(=O)c2ccc(-c3nc4ccccc4s3)s2)CC1,.,.,3,-7,3,-15,.,.,.
O=C(Nc1ccc(OC(F)F)cc1)c1ccccn1,0,-3,-20,-7,8,-5,-14,-4,2.8
CCc1ccc(NC(=O)CNCc2ccc(OC)c(OC)c2)cc1,1,20,-13,-16,3,-7,-5,-4,5.9
CC(C)(C)OC(=O)C[C@@H]1C/C=C\C[C@@H](CC(=O)N(CCO)Cc2ccccc2)C(=O)NCCOC1=O,4,6,9,-4,3,8,-11,-4,0.3
CCOC(=O)C(=CNc1ccc(C)cc1C)C(=O)OCC,6,17,-1,-30,11,-8,-4,-7,0.1
Cc1cccc(NC(=O)COc2ccccc2C(=O)NC(C)c2ccccc2)c1 (stereo not drawn),-6,20,.,-15,.,-16,-7,0,6.2
COc1ccc(Nc2nc(CC(C)=O)ns2)cc1,-3,11,-16,-7,2,-1,-5,-4,0.0
CCOC(=O)c1ccc(CNC(=O)C2CCC(=O)N(Cc3cccc(OC)c3)C2)o1 (stereo not drawn),-4,-7,-6,-5,4,-5,0,-6,0.3

# Entries above with two or more sulfur atoms:
Molecule,M1 antag,CHO-K1 Ca PAM,TAAR1 antag,CHO parental Ca,TAAR1 ag,OXTR potentiate,CHO-K1 Ca antag,CHRM1 agonist,CHO-K1 Ca ag
O=C1/C(=C/c2ccc(F)cc2)SC(=S)N1CC(=O)N1CCCCC1c1cccnc1 (stereo not drawn),-4,-9,35,-24,8,-15,-5,-3,8.6
CCOC(=O)C1CCN(S(=O)(=O)c2ccc(-c3nc4ccccc4s3)s2)CC1,.,.,3,-7,3,-15,.,.,.

# Remaining list, next part.
Molecule,M1 antag,CHO-K1 Ca PAM,TAAR1 antag,CHO parental Ca,TAAR1 ag,OXTR potentiate,CHO-K1 Ca antag,CHRM1 agonist,CHO-K1 Ca ag
Cc1ccc([N+](=O)[O-])cc1N(CC(=O)NC1CCCC1)S(C)(=O)=O,-9,-1,14,-6,5,1,-19,-4,0.3
CCCCn1c(N)c(N(CC(C)C)C(=O)C2CCN(S(=O)(=O)c3ccccc3)CC2)c(=O)[nH]c1=O,0,0,6,-2,2,0,2,-2,1.1
CC(Oc1ccc(Br)cc1)C(=O)Nc1ccc(S(=O)(=O)NC2=NCCCCC2)cc1 (stereo not drawn),18,-12,72*,.,95*,.,-4,29*,23*
Cn1c(=O)c2c(nc(OC/C=C/c3ccccc3)n2C)n(C)c1=O,9,2,11,-2,8,-10,2,-3,0.3
COc1ccc(NS(=O)(=O)c2ccc(C)c(C(=O)NNC(=O)c3ccccc3O)c2)cc1,0,9,-33,-24,0,-14,-12,-2,1.0
COC(=O)c1cc(NC(=O)CN2CCOCC2)cc(C(=O)OC)c1,0,9,3,-6,21,-10,1,-3,-0.1
CC(=O)c1cccc(NC(=O)Nc2ccc3c(c2)CCC3)c1,15,-14,46,-6,5,-15,12,1,13
N#CCN1CCN(CCC(=O)Nc2ccc(OCc3ccccc3)cc2)CC1,-2,3,-1,5,0,-7,7,-4,0.3
COc1cccc(CN2CCN(Cc3cc4ccccc4[nH]3)CC2CCO)c1 (stereo not drawn),0,-3,69*,3,63*,-8,-5,2,3.8
COc1ccc(C(=O)CSc2nc3ccccc3n2CC(=O)c2ccccc2)cc1,15,13,59*,-26,19,-10,1,-4,4.8
Cc1ccc(NC(=O)CN2C(=O)NC(C)(C3CC3)C2=O)c(C)c1 (stereo not drawn),-1,6,-10,-10,-1,0,-20,-2,-0.5
CCN(CC)C(=O)CSc1nnc(CSc2ncccn2)n1C,-7,0,-7,2,3,-1,-10,-3,0.1
Cc1onc(-c2ccccc2Cl)c1C(=O)N1CC(C)OC(C)C1 (stereo not drawn),-4,-9,.,-6,.,0,-24,-1,0.6
CN(CC(=O)Nc1ccccc1N1CCOCC1)S(=O)(=O)c1ccc(Cl)cc1,-4,13,39,-15,12,-10,0,-4,0.2
S=C1SCN(CCc2ccccc2)CN1CCc1ccccc1,-10,16,86*,.,82*,.,-12,2,0.0
O=C(NCc1ccco1)c1c[nH]c2ccc(S(=O)(=O)N3CCOCC3)cc2c1=O,-7,11,-6,.,4,.,-2,-2,-0.2
Nc1nc(SCC(=O)N2N=C3/C(=C/c4ccco4)CCCC3C2c2ccco2)n[nH]1 (stereo not drawn),-26,14,-2,-22,6,1,-12,-6,-0.1
O=C(NCCCn1ccnc1)c1cc(-c2ccc(Br)cc2)on1,-7,5,-39,-13,0,-4,0,-3,3.0
COc1ccc(S(=O)(=O)n2oc(=O)cc2-c2ccccc2)cc1OC,-21,18,8,1,3,-8,-11,-2,0.5
Cc1cccc(CNC(=O)Nc2nnc([C@@H]3C[C@H](O)[C@@H](CO)O3)s2)c1,-11,2,-14,.,3,.,-1,1,0.0
CC(C)CCN1CCC(C)(NC(=O)c2ccccc2)C1=O (stereo not drawn),-1,-23,2,-8,11,-6,5,1,-0.3
S=C(N/N=C1\C2CN3CCN(C2)CC1(c1ccccc1)C3)Nc1ccccc1,-3,12,9,-7,0,-1,-2,-1,0.6
CCNC(=O)C1(C)CCCN(C(=O)c2cccnc2Oc2ccccc2)C1 (stereo not drawn),-17,-1,-14,.,0,.,-1,0,-0.5
O=C(Nc1nnc(CSCc2ccc(Cl)cc2)s1)c1cccc([N+](=O)[O-])c1,-9,20,3,-9,2,1,2,0,5.4
NCCNc1ccc2nnnn2n1,5,-4,-26,0,1,-5,-11,-3,0.6
COc1ccc(C/C(N)=N/OC(=O)Cc2ccccc2)cc1,7,0,-6,-9,34,-10,2,-1,0.7
Cc1ccc(NC(=O)COC(=O)Cn2c(C)csc2=O)c([N+](=O)[O-])c1,-9,20,6,-7,2,-5,0,0,0.9
